aDG glyco act: alpha-DG glycosylation activation; Pro5-aDG cells, alpha-DG glycosylation AlphaScreen (IIH6); 0% Pro5, 100% B10-LARGE cell signal; activation, % at 10 µM; 0.22% of 360,000 active; AID 624168;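 active means activation of at least 8% versus controls, or a plate z-score of at least 8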;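 further: Pro5 are CHO cells carrying HIG-tagged alpha-DG that lacks glycosylation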
iPSC survival up: hiPSC single-cell survival enhancement | ATPlite luminescence; 100% = ROCK inhibitor wells, 0% = DMSO | survival enhancement, % at 20 µM | 0.044% of 360,000 active; in the data active means survival enhancement above about 18%;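 further: cells exposed to compounds for 16 hours before the ATP read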
Granule exo inh: blocks lytic granule exocytosis | TALL-104 LAMP-1 surface exposure, flow cytometry; cells stimulated with thapsigargin and PMA | inhibition, % at 10 µM | 0.66% of 360,000 active;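 active means inhibition above about 55%, limit read from the data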
N-glyco inh: blocks N-linked glycosylation in D54 reporter cells. D54 ERlucT glycosylation luciferase reporter, 24 h; percent of 100 nM tunicamycin response. reporter increase, % at 12.5 µM. 0.23% of 360,000 active. AID 588692;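 active means mean luciferase reporter signal, scaled so untreated is 0 and the glycosylation-blocking control 100, at or above a set limit in every replicate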;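 further: luciferase carries N-glycosylation sites so blocking glycosylation raises the light; 0% = median of neutral control wells and 100% = median of 100 nM tunicamycin wells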
H9c2 protect: modulators protecting cardiomyocytes from myocardial damage | H9c2 cardiomyocytes, H2O2 injury protection, ATPLite, 2 h | 0.63% of 360,000 active | protection from H2O2 cell death, % at 20 µM;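 active means compounds giving at least 50% protection of heart cells from peroxide-induced death in the single-dose screen, raw or plate-pattern-corrected value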;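 further: 0% = DMSO wells with peroxide and 100% = DMSO wells without peroxide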
ABCB6 inh MLPCN: inhibitors of human ABC transporter ABCB6; fluorescence ratio to DMSO, % at 10 µM; 0.19% of 360,000 active; K562-ABCB6 porphyrin accumulation, flow cytometry, 1 h; active compounds read low; Q9NP58;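 active means fluorescence ratio to DMSO below 75%, the collection mean minus 3 SD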;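 further: signal is porphyrin accumulated inside mitochondria; 100% equals median channel fluorescence of DMSO control wells; lower ratio means ABCB6 inhibition with less porphyrin fluorescence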
MC4R antag cAMP: blocks human MC4R cAMP signaling; P32245; MC4R-expressing cells, MTII-stimulated cAMP, LANCE TR-FRET; inhibition, % at 6.5 µM; 0.48% of 360,000 active;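 active means inhibition above its plate's cutoff, the mean of tested wells on that plate plus 3 SD, cut at about 29% in these data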;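 further: 0% = Melanotan II alone and 100% = Melanotan II plus saturating MCL0020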
Target sequence (P32245 whole entry, looked up): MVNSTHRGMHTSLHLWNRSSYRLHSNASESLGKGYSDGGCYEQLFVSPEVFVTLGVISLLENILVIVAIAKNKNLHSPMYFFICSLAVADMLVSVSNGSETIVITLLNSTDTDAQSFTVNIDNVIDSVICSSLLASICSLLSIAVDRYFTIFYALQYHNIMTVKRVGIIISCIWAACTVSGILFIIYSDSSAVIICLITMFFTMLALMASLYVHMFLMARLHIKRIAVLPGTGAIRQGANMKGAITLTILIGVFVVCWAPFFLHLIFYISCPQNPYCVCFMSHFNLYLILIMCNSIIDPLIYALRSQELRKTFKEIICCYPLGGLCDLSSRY
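Test system: U2OS cells stably expressing human melanocortin 4 receptor (MC4R); also added: Melanotan II challenge; compound: 6.5 µM single dose; timing: 30-min compound preincubation, 1-h Melanotan II challenge, 1-h detection, room temperature; signal: Eu-cAMP/anti-cAMP TR-FRET, emission 671 nm; repeats: one well per compound, no replicates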
ABHD5 PLIN5 PPI: ABHD5-PLIN5 protein interaction inhibition. inhibition, % at 4 µM. 0.78% of 360,000 active. Split G. princeps luciferase complementation, luminescence, 4 h;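 active means inhibition above the mean inhibition across every tested compound plus 3 SD, cut at about 22% in these data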;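 further: 0% = DMSO only wells and the 100% control is not disclosed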
m5-HT2A agonist: mouse HTR2A agonism via beta-arrestin recruitment; P35363; CHO-K1 mHTR2A beta-arrestin complementation, luminescence; percent of 30 µM serotonin response; activation, % at 7.6 µM; 0.66% of 360,000 active;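 active means activation above a run cutoff, the mean activation of all tested compounds plus 3 SD, cut at about 14% in these data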;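 further: 0% = plate median of compound wells and 100% = 30 µM serotonin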
Target sequence (P35363 whole entry, looked up): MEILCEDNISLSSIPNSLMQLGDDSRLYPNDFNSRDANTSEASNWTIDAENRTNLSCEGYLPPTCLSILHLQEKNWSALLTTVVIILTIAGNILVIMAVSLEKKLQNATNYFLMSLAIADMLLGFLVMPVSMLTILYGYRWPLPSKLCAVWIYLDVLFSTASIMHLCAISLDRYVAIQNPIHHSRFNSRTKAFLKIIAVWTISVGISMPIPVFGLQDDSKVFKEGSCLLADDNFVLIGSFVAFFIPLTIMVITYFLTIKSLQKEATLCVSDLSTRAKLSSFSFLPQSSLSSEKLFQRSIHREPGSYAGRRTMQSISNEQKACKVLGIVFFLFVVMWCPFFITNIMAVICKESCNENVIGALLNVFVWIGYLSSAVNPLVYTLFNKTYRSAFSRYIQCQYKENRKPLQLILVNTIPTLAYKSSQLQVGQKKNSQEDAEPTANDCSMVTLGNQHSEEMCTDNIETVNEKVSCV
MC4R barr agon: activates human MC4R beta-arrestin recruitment; P32245; U2OS MC4R beta-arrestin complementation, luminescence; percent of melanotan II response, DMSO zero; activation, % at 8.9 µM; 0.98% of 360,000 active; AID 540308;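 active means activation above a per-plate cutoff, the mean activation of sample wells on that plate plus 3 SD, cut at about 8% in these data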
Active calls of the source: *.

SMILES	aDG glyco act	iPSC survival up	Granule exo inh	N-glyco inh	H9c2 protect	ABCB6 inh MLPCN	MC4R antag cAMP	ABHD5 PLIN5 PPI	m5-HT2A agonist	MC4R barr agon
COc1ccc(S(=O)(=O)N2CCN(c3ccc(F)cc3)CC2)cc1C(=O)N1CCOCC1	-0.1	-0.8	-1	1	-3	90	-3	-7	-4	-1.2
O=C(Cc1cccc2ccccc12)NCCOc1ccccc1F	0.1	-0.2	0	0	-1	97	6	3	-5	-0.9
CN(CC(=O)Nc1cccc(F)c1)C(=O)CCNC(=O)c1ccc(Br)cc1	-0.1	-0.3	11	0	-3	103	10	8	-1	0.1
NC(=O)C1CCN(C(=O)c2ccc(OCC(=O)Nc3cccc(C(F)(F)F)c3)cc2)CC1	0.0	-0.2	0	-1	-7	91	1	14	-4	-1.9
CCc1cccc(NC(=O)C2CCN(S(=O)(=O)c3ccc4c(c3)CC(C)N4C(C)=O)CC2)c1 (stereo not drawn)	0.2	-0.6	-1	-3	2	97	12	-5	2	0.4
Cc1ccccc1NC(=O)Cc1nc(CN(C)CC(=O)Nc2cccc(F)c2)cs1	-0.1	-2.4	3	-2	0	100	6	9	-5	0.7
CC(CNC1CCCCC1)OC(=O)c1ccc([N+](=O)[O-])cc1 (stereo not drawn)	-0.1	-1.8	-4	0	3	89	-6	8	0	-2.2
S=c1[nH]nc(NC2CCCCC2)s1	-0.2	-1.5	2	1	-2	95	-5	-14	5	-4.3
Cc1cccc(NS(=O)(=O)c2ccc3[nH]c(=O)oc3c2)c1C	-0.4	-1.8	2	0	-2	103	1	0	-4	-0.7
COc1ccccc1N(Cc1ccccc1)S(=O)(=O)c1cccc(C(=O)NC2CC(C)(C)NC(C)(C)C2)c1	9.1*	-0.4	16	-4	-16	104	7	13	-11	-2.1
CC(=O)c1nnn(-c2ccc([N+](=O)[O-])cc2)c1C	0.3	-0.2	-1	-2	3	99	7	-6	0	-1.4
CCOC(=O)C1(Cc2ccc(OC)cc2)CCN(S(C)(=O)=O)CC1	0.5	-0.7	14	2	3	94	5	-5	5	-3.7
CCOC(=O)c1c(C)n(C(=O)c2ccco2)c(=O)n1C(=O)c1ccco1	0.7	1.3	-3	5	21	98	1	-1	0	-1.3
COC(=O)c1[nH]c2ccccc2c1NC(=O)c1c(F)cccc1F	0.1	0.2	-2	2	3	94	9	-2	1	3.8
CCOC(=O)CC(=O)CSc1nc2cc(C)ccc2cc1C	0.4	-1.8	1	-1	-8	105	10	-2	-2	1.9
Cc1ccc(N(CC(=O)NC(C)c2ccccc2)S(=O)(=O)c2c(C)noc2C)cc1 (stereo not drawn)	-0.1	-0.6	25	0	-3	103	12	4	-13	1.2
CN(C)C(=O)c1noc2cc([N+](=O)[O-])ccc12	0.4	-3.6	0	0	-6	99	-4	-3	4	-1.2
CC1CC(C)CN(C(=O)c2cccc(N3C(=O)c4ccccc4C3=O)c2)C1 (stereo not drawn)	0.2	0.4	2	1	4	99	5	-1	0	-2.4
O=C(COc1cccc2ccccc12)N1CCN(c2ccccc2)CC1	0.9	-0.3	-8	1	-7	105	-3	-4	2	0.0
[O-][n+]1cccc(C(O)c2ccccc2)c1 (stereo not drawn)	-0.2	0.0	5	0	0	97	-1	6	7	-0.6
O=C1COc2ccc(C(=O)COC(=O)CCSc3ccccc3)cc2N1	0.2	-0.7	1	0	-10	103	21	-5	2	3.2
CCOC(=O)C1=C(COC(=O)c2ccc(C)s2)NC(=O)NC1C (stereo not drawn)	0.1	-0.4	0	0	4	94	-6	-2	8	-2.7
O=C1c2ccncc2C(=O)N1c1cccc(Cl)c1	0.0	3.5	0	3	7	100	19	2	3	-0.2
COC(=O)Cn1c(=NC(=O)C2COc3ccccc3O2)sc2cc(S(N)(=O)=O)ccc21 (stereo not drawn)	-0.1	-1.2	5	0	37	100	4	0	-1	-1.4
Cc1ccc(SCC(=O)Nc2cccc(S(=O)(=O)N3CCOCC3)c2)cc1C	0.9	-0.4	-10	-1	6	99	3	-4	-1	-1.8
Cc1occc1C(=O)NN=C1C2CC3CC(C2)CC1C3	0.3	-0.3	1	1	4	97	4	3	2	-2.0
O=C(CCNC(=O)c1ccc(Br)cc1)NC1CCCc2ccccc21 (stereo not drawn)	-0.1	0.1	-6	-11	5	89	-4	-4	0	0.8
O=C(Nc1nc(-c2ccc([N+](=O)[O-])cc2)cs1)c1c(F)cccc1F	0.2	-1.1	3	-2	-7	102	15	-2	1	24*
C[C@H]1COC(=O)[C@H](CC(=O)OC(C)(C)C)C/C=C\C[C@@H](CC(=O)N[C@@H](CO)Cc2ccccc2)C(=O)N1	-0.1	-2.4	2	-1	1	96	4	3	0	-0.7
COc1ccccc1NC(=O)CCS(=O)(=O)c1cc2c(cc1Cl)NC(=O)CO2	-0.2	-0.3	-13	3	7	98	15	0	-4	0.7
COCOc1ccc(-c2ncc(OCCN3CCCC3=O)nc2NC(=O)c2cc3ccccc3s2)cc1	-0.2	3.9	-4	-1	10	100	5	-5	-4	-0.5
CCCC(=O)N1c2ccccc2[C@@H](N(C(C)=O)c2ccccc2)C[C@H]1C	-0.1	4.5	3	1	7	91	-4	0	0	-0.2
Cn1nc(C(=O)NCCCN2CCCCC2)c2c1-c1ccccc1SC2	1.8	-0.3	6	-4	8	101	3	-9	-12	-3.6
C[C@@H]1CN([C@H](C)CO)C(=O)CCCn2cc(nn2)CO[C@H]1CN(C)C(=O)Nc1ccnc(N2CCOCC2)c1	-0.1	-2.7	2	-1	-5	102	-1	3	-3	-1.0
COC(=O)[C@H](C)N1C/C=C\COc2c(Cl)cc(Cl)cc2S1(=O)=O	0.0	0.2	-4	5	18	98	3	4	-1	-1.5
COc1ccc(NC(=O)c2cc(Br)c(Br)s2)cn1	0.2	0.1	-1	-1	-13	94	27	-4	-2	2.0
O=C(CSc1ccc(Cl)cc1)NCc1ccco1	0.0	3.0	-7	-1	1	101	-3	3	-6	-5.2
CC1(C)Nc2ccccc2C(=O)N1c1ccccc1	-0.1	-0.7	-11	2	-2	97	17	-4	3	1.1
Cc1c([C@H]2[C@@H](CC#N)C2(C)C)c2ccccc2n1C	-0.2	-0.4	1	-3	6	96	2	-4	-1	1.4
Cc1cccc(OCC(=O)N2CCC(N3CCCCCC3)CC2)c1	-0.2	-1.5	-2	1	8	89	5	4	-3	-1.9

Shown as labelled records: two of the compounds above.
Structure: Cn1nc(C(=O)NCCCN2CCCCC2)c2c1-c1ccccc1SC2
  aDG glyco act: 1.8; iPSC survival up: -0.3; Granule exo inh: 6; N-glyco inh: -4; H9c2 protect: 8; ABCB6 inh MLPCN: 101; MC4R antag cAMP: 3; ABHD5 PLIN5 PPI: -9; m5-HT2A agonist: -12; MC4R barr agon: -3.6
Structure: C[C@@H]1CN([C@H](C)CO)C(=O)CCCn2cc(nn2)CO[C@H]1CN(C)C(=O)Nc1ccnc(N2CCOCC2)c1
  aDG glyco act: -0.1; iPSC survival up: -2.7; Granule exo inh: 2; N-glyco inh: -1; H9c2 protect: -5; ABCB6 inh MLPCN: 102; MC4R antag cAMP: -1; ABHD5 PLIN5 PPI: 3; m5-HT2A agonist: -3; MC4R barr agon: -1.0

(continued)
SMILES	aDG glyco act	iPSC survival up	Granule exo inh	N-glyco inh	H9c2 protect	ABCB6 inh MLPCN	MC4R antag cAMP	ABHD5 PLIN5 PPI	m5-HT2A agonist	MC4R barr agon
CCN(CC)C1CCN(C(=O)CCn2nnnc2CN2CCOCC2)C1 (stereo not drawn)	-0.4	-0.2	0	0	6	94	4	3	-7	0.1
Cc1ccc(S(=O)(=O)N2CCC[C@H]2C(=O)Nc2ccc(F)cc2C)cc1	0.4	0.1	1	1	-2	96	7	-11	-8	-3.5
Cc1cccc(/C=C/C(=O)c2ccc(NC3=NCCCS3)cc2)c1	0.0	-2.3	4	4	-22	106	-18	52*	-9	-4.0
COc1cccc(OC)c1C(=O)Nc1ccccc1C(=O)N1CCCC1	0.2	0.0	1	2	0	96	0	6	1	-0.8
O=C(NCC1CCCO1)C1CCN(C2CCN(C(=O)Cc3ccsc3)CC2)CC1 (stereo not drawn)	0.4	-0.5	0	3	3	94	14	3	3	2.3
Cc1c(CCO)c(=O)[nH]n1S(=O)(=O)c1ccc(Cl)cc1Cl	0.0	-0.2	2	1	1	100	3	-7	-1	-1.7
Cc1noc(C)c1S(=O)(=O)N(CC(=O)N1CCCC1)c1ccc(C(C)C)cc1	0.2	-2.6	-6	-2	0	97	0	-11	10	1.3
COC(=O)c1ccc(CSCC(=O)Nc2cc(OC)cc(OC)c2)o1	0.0	-4.6	1	-1	-5	98	4	1	-2	2.0
Cc1ccccc1OCC(=O)N(Cc1nnc(-c2ccc(Cl)cc2)o1)C(C)C	0.1	-0.5	2	1	-4	96	6	-4	5	-1.7
COCCNC(=O)c1c[nH]c2ccc(S(=O)(=O)Nc3ccccc3F)cc2c1=O	0.0	0.0	-7	3	13	96	-4	-2	7	0.1
Cc1ccc(Cl)cc1-c1cc(C(=O)N2CCN(c3ccncc3)CC2)[nH]n1	0.1	4.1	1	-1	5	101	5	1	-4	1.8
COc1ccc(OC)c(-c2csc(NC(=O)COC(=O)C3CCC3)n2)c1	-0.2	1.1	0	2	7	104	-2	-1	7	1.9
O=c1oc2cc(O)ccc2c2ccccc12	0.1	-1.0	3	2	12	105	20	-7	6	1.1
C=Cc1ccc(C(=O)N2CCCC(Nc3ccc4c(c3)OCCO4)C2)cc1 (stereo not drawn)	-0.2	-0.3	2	-1	-6	103	2	4	-5	-1.5
O=C(/C=C/c1ccc(Cl)cc1)NCc1cccs1	0.3	-0.9	3	-6	-3	94	-4	7	-7	2.7
CCOc1ncccc1C(=O)NNC(=O)c1ccccc1-n1cccc1	-0.3	-0.1	-4	-1	5	99	0	2	2	0.3
COc1ccc2c(C(=O)c3ccc(C)cc3)n(CCC(N)=O)[n+]([O-])c2c1	-0.3	2.4	-5	0	0	101	-2	0	-2	-1.0
COC(=O)CC1COc2ccccc2N1C(=O)c1cccc(Cl)c1 (stereo not drawn)	-0.1	4.7	2	-1	-6	99	7	-1	1	-1.5
CCCC1=C(C(=O)OCC)C(c2ccc(OC)c(CSc3ccccn3)c2)C(C#N)=C(N)O1 (stereo not drawn)	-0.2	-0.4	-5	1	-4	98	6	5	-1	2.7
O=C(NCN1CCCCC1)c1cccnc1	-0.3	-1.6	-6	0	8	97	4	-1	-3	-1.1
CCOC(=O)c1cncc(NC(=O)c2ccccc2)c1	0.2	1.0	1	1	-3	99	4	-6	2	-1.0
Cc1cc2cc(C(=O)N3CCc4c([nH]c5ccccc45)C3c3ccccn3)ccc2o1 (stereo not drawn)	0.1	-0.7	-7	1	-3	124	-8	4	-6	-1.1
CCOC(=O)c1ccc(NC(=O)COC(=O)c2cccc(Oc3ccccc3)c2)cc1	0.2	-1.5	-1	3	-9	99	1	-3	-1	2.9
CCOC(=O)Cc1cc(-c2ccc(OC)cc2)nc2ccc3ccccc3c12	0.1	-0.8	-2	6	-2	90	3	-10	-2	1.2
Cc1ccc(-n2cc(C(C)(C)C)[nH]c2=S)cc1	0.1	0.6	-1	0	-3	96	12	-7	3	0.4
Cc1ccccc1N1CCN(C(=O)[C@@H]2CCCN2C2=NS(=O)(=O)c3ccccc32)CC1	0.1	0.0	-7	-1	4	99	5	1	1	0.2

Assay outcomes deposited in PubChem BioAssay by several laboratories.
